# ATXN viability – reduces viability in counter-screen for ATXN expression inhibitors | S2 cells (HEK-293 line with an ATXN2-luciferase reporter) viability, CellTiter-Fluor protease fluorescence, 24 h | Potency, µM (series often up to 56.7 µM), most hits filed as cytotoxic | actives 0.49% (n = 400,000); note: potency is the fitted concentration of half-maximal effect; nearly all actives have a fitted effect of over 40% in size
# TGFb inhibitor – inhibitors of TGF-b signaling. HepG2 CAGA-GFP TGF-b/SMAD3 reporter, GFP fluorescence, 18 h; TGF-beta stimulated, 500 pg/mL final. Potency, µM (series often up to 46.1 µM), for the others: at the top dose activity, negative = inhibition, most hits filed as inhibitors. actives 1.2% (n = 410,000); note: potency is the fitted concentration of half-maximal effect; % is set by controls: 0 for no effect and ±100 for the full control effect; nearly all actives have a fitted effect of over 65% in size
#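 HEPG2 CAGA-GFP cells (1000/well, DMEM with 1% FBS) were pre-incubated 2 h at 37 degrees C, given compound by pin tool, then stimulated with TGF-beta at 500 pg/mL final for 18 h before per-cell GFP fluorescence imaging.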
# Akt phos inh – blocks phosphorylation of Akt; Neuro2A IGF-stimulated pAkt S473 HTRF, 20 min; stronger effect = lower value; activity change, % for hits at 50 µM; actives 0.32% (n = 360,000); AID 651550; in the data active = activity change below about -80%; inconclusive = mostly about -51% to -80%; note: % is set by controls: 0 for no effect and ±100 for the full control effect
#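 Neuro2A cells (4,500/well, DMEM with 0.5% FBS) were treated with compound at a single 50 µM final concentration, stimulated with 6 nM IGF for 20 min at 37 °C, and lysed. Phospho-Akt Ser473 was read by HTRF as 665/615 ratio ×10^4.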
# MmCpn inh – blocks the Methanococcus maripaludis chaperonin Mm-Cpn | purified Mm-Cpn ATPase, ADP Transcreener TR-FRET | AID 504842 | Potency, µM (highest dose often 76.9 µM), for inactives: at the top dose activity, negative = inhibition, most hits filed as inhibitors | actives 0.031% (n = 330,000); note: potency is the fitted concentration of half-maximal effect; % is set by controls: 0 for no effect and ±100 for the full control effect; nearly all actives have a fitted effect of over 80% in size
#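 Purified archaeal Mm-CPN (25nM final) preincubated 10 min at 37degC with compound, then 10uM ATP for 30 min at 37degC; ADP measured by HTRF Transcreener TR-FRET; buffer 30 mM TRIS pH 7.4, 100mM KCl, 5mM MgCl2, 1mM DTT.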
# HepG2 tox – counter-screen for TGF-b inhibitors: cytotoxicity in HepG2 cells. HepG2 CAGA-GFP viability, ATP luminescence, 18 h. Potency, µM (doses to about 46.1 µM), without a hit: top-dose activity change, negative = cytotoxicity, most hits filed as cytotoxic. actives 0.76% (n = 410,000); note: potency is the fitted concentration of half-maximal effect; some results filed as inactive show a strong effect at the top dose
#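 HepG2 CAGA-GFP cells (1000/well, DMEM with 1% FBS) received compound, then TGF-beta at 500 pg/mL final, and were incubated 18 hours at 37 degrees C. Viability was read by CellTiter-Glo luminescence. Media-only wells were set as complete cell-killing and DMSO as no toxicity.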
# Nrf2 block – blocks Nrf2 signaling; A549 ARE-Fluc reporter, luciferase luminescence, 18-24 h; Potency, µM (doses to about 46 µM), without a hit: at the highest dose activity change, negative = inhibition, actives largely listed as inhibitors; actives 2.1% (n = 360,000); AID 504444; note: potency is the fitted concentration of half-maximal effect; % is set by controls: 0 for no effect and ±100 for the full control effect; nearly all actives have a fitted effect of over 60% in size
#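 Nrf2 function is reported as luminescence of an ARE-controlled luciferase in A549 cells. Compounds were tested at several concentrations, and a CellTiter-Fluor read on the same wells flagged cytotoxicity.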
# CCT chaperon mod – cytosolic chaperonin activity modulation; purified chaperonin ATPase assay, HTRF ADP detection, 30 min; activity change, % (concentration not given with the values), hits read low; actives 0.3% (n = 360,000); AID 651819; in the data active = activity change below about -30%; note: % is set by controls: 0 for no effect and ±100 for the full control effect
#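 TRiC at 40 or 20 nM final (batch-dependent) in 30 mM Tris pH 7.4, 100 mM KCl, 5 mM MgCl2, 1 mM DTT, with compound at single 76 uM and 10 uM ATP, 30 min at 37 deg C. ADP detected by HTRF Transcreener, 665/615 ratio.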
# Nrf2 activator – activates Nrf2 signaling. actives 0.31% (n = 410,000). AREc32 ARE-luciferase reporter (MCF7-derived line), luminescence, 24 h. Potency, µM (highest dose often 46.1 µM), without a hit: at the highest dose activation, most hits filed as activators; note: potency is the fitted concentration of half-maximal effect; % of control where 0% means no effect; nearly all actives have a fitted effect of over 65% in size
#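 Luciferase luminescence (Steady-Glo, 30 min at room temperature) served as the read-out of ARE activation in AREc32 cells treated with compounds for 24 hr at 37 deg C.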
# A549 tox – kills or reduces viability of A549 cells in Nrf2 counter-screen; Potency, µM (highest dose often 46 µM), for inactives: at the highest dose activity change, negative = cytotoxicity, actives largely listed as inhibitors; A549 ARE-Fluc cells, CellTiter-Fluor viability, 18-24 h; actives 0.16% (n = 390,000); note: potency is the fitted concentration of half-maximal effect; % is set by controls: 0 for no effect and ±100 for the full control effect
#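 Cytotoxicity counterscreen: CellTiter-Fluor fluorescence was measured in A549 ARE_Fluc cells after 18-24 h of compound exposure in a concentration series. The subsequent BugLite luminescent read reports ARE-luciferase activity.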
# The depositor's hits bear a star; i = inactive; u = inconclusive; x = no result given; & = joins results of further samples; [ ] = remark or other dose. Unless noted, calls come from the whole dose curve; as a rule, active = well fitted curve in the direction sought with a large enough effect; inconclusive = small, poorly fitted or top-dose-only effect, or another doubt; inactive = no such curve, though single readings can be large; an effect the other way counts as inactive or inconclusive.
1. Cc1ccc(C(C)C)c(OCC(=O)Nc2ccc(N3CCOCC3)cc2N2CCOCC2)c1
2. CCOc1cc2nc3c4ccccc4n(C)c3nc2cc1OCC
3. COC(c1ccccc1)c1nnc(CCC(=O)N(C)CCCC2CCCC2)o1 (centres undefined)
4. N=C(N)SCc1cn(-c2ccccc2)nc1-c1ccc(Br)cc1
5. CCC(=O)Nc1cc(C)c(O)c(-c2nc3ncccc3o2)c1
6. COC(=O)c1c(SC)nc2ccccc2c1OCc1cccc(C)c1

entry no.	1	2	3	4	5	6
ATXN viability	u	i	u	u	i	i
TGFb inhibitor	6%	-4%	-18%	u	-6%	-4%
Akt phos inh	i	i	i	i	x	x
MmCpn inh	-1%	-4%	-1%	3%	x	x
HepG2 tox	-1%	8%	-21%	11µM*	4%	-22%
Nrf2 block	u	-13%	1%	18%	x	-17%
CCT chaperon mod	1.3	0.7	1.5	0.3	x	x
Nrf2 activator	0.1%	6.7%	7.3%	-2.4%	0.0%	4.6%
A549 tox	-2%	-15%	1%	2%	-2%	u

7. CC(C)Cc1csc(NC(=O)c2ccc(F)cc2)c1C(=O)O
8. CC(=O)c1ccc(N2CCN(C(=O)c3ccc(S(=O)(=O)NCc4ccco4)cc3)CC2)cc1
9. COc1ccc(S(=O)(=O)N2CCOC2CNC(=O)C(=O)NCc2ccncc2)cc1C (centres undefined)
10. Cc1cccc(S(=O)(=O)c2c(N)n(/N=C/c3ccccc3)c3nc4ccccc4nc23)c1
11. CCOc1ccc(NC(=O)Cc2ccc(S(=O)(=O)N3CCOCC3)s2)cc1OCC
12. CCN(CC)CC(C)CNC(=O)CN1C(=O)CSc2ccc(S(=O)(=O)N3CCOCC3)cc21 (centres undefined)

entry no.	7	8	9	10	11	12
ATXN viability	i	i	i	i	i	i
TGFb inhibitor	-40%	-20%	-7%	5%	8%	7%&-6%
Akt phos inh	i	i	i	i	i	i
MmCpn inh	1%	-2%	x	4%	2%	0%
HepG2 tox	0%	-5%	-2%	4%	-26%	8%&-3%
Nrf2 block	u	u	1%	u	-4%	1%
CCT chaperon mod	-1.4	0.6	-3.4	-2.2	0.6	-2.7
Nrf2 activator	-0.3%	2.9%	0.3%	0.9%	-0.4%	-0.3%&0.9%
A549 tox	-12%	-18%	2%	-3%	5%	0%&16%

13. COC(=O)c1ccc(CN(c2ccccn2)S(=O)(=O)c2ccccc2)cc1
14. CCC(C)NC(=O)CNC(=S)N(Cc1ccccc1F)C1CCCCC1 (centres undefined)
15. CCn1ncc(-c2csc(N)n2)c1C
16. CCOc1ccc(-n2cccc2C=O)cc1
17. CCC(C)N(C(=O)CSc1nncn1C)C1CCS(=O)(=O)C1 (centres undefined)
18. O=C(CSc1nnc(-c2ccc([N+](=O)[O-])cc2)o1)Nc1ccccc1

entry no.	13	14	15	16	17	18
ATXN viability	i	i	i	i	i	i
TGFb inhibitor	-7%	3%	16%	0%	-1%	-2%
Akt phos inh	i	i	i	i	i	x
MmCpn inh	0%	-1%	-1%	2%	0%	x
HepG2 tox	-24%	7%	0%	-1%	13%	-10%
Nrf2 block	u	5%	u	u	-3%	u
CCT chaperon mod	-3.8	0.6	-1.7	-3.6	-1.0	x
Nrf2 activator	-0.1%	-0.7%	2.0%	3.4%	-0.3%	4.5%
A549 tox	1%	13%	7%	0%	1%	-5%

19. COc1ccc(S(=O)(=O)N2CCC(C(=O)NCC3CCCO3)CC2)cc1C (centres undefined)
20. CC(=O)c1cccc(NS(=O)(=O)c2ccc(-c3cc(C)no3)s2)c1
21. CCOC(=O)N1N=C(c2ccc(C)cc2)CC1(O)C(F)(F)F (centres undefined)
22. NC(=O)CN1CCN(c2cccc(Cl)c2)CC1
23. Cc1ccc(-n2c(Cc3ccccc3)nnc2SCC(=O)NNC(=O)Cc2ccccc2)cc1
24. COc1ccc2ccccc2c1-c1sc(Nc2ccccc2)n[n+]1-c1ccc(F)cc1

entry no.	19	20	21	22	23	24
ATXN viability	i	u	i	i	i	28µM*
TGFb inhibitor	-13%	-21%	-10%	6%	19%	u
Akt phos inh	x	i	i	i	i	i
MmCpn inh	-8%	-6%	1%	1%	-5%	1%
HepG2 tox	-20%	-22%	-14%	9%	-11%	11µM*
Nrf2 block	-3%	u	u	-13%	15%	11%
CCT chaperon mod	-1.8	2.2	-8.1	3.1	-1.1	-1.2
Nrf2 activator	0.0%	-0.9%	0.2%	-0.6%	-0.4%	-4.3%
A549 tox	-14%	-4%	-4%	3%	u	-22%

25. COc1ccc(OC)c(-c2cc(C(=O)Nc3ccc(C)c(C)c3)no2)c1
26. CCCn1nc(C(=O)NC2CC2)c2ccccc2c1=O
27. O=C(NCCCN1CCCC1)Nc1ccccc1[N+](=O)[O-]
28. c1ccc(CNc2ccc(N3CCOCC3)cc2)cc1
29. c1ccc(CNn2c(N3CCOCC3)nc3ccccc32)cc1
30. COc1ccc2[nH]c3c(c2c1)CCN1C(=O)C(CC(=O)NCCN2CCOCC2)C[C@H](C(=O)N(C(C)C)C(C)C)[C@@]31C (some centres undefined)

entry no.	25	26	27	28	29	30
ATXN viability	i	i	i	u	i	i
TGFb inhibitor	63%[activator]	1%	8%	-15%	-6%	u
Akt phos inh	x	i	i	x	i	i
MmCpn inh	x	-2%	1%	0%	1%	-1%
HepG2 tox	-23%	-1%	15%	-21%	-9%	-30%
Nrf2 block	20%	-1%	-5%	u	4%	9%
CCT chaperon mod	x	-1.3	-0.7	x	-0.5	-3.0
Nrf2 activator	u	0.0%	2.5%	2.9%	0.1%	0.2%
A549 tox	-3%	1%	-9%	-3%	-1%	-1%

# Structures from the list above that contain a thiophene ring, fused or not:
7. CC(C)Cc1csc(NC(=O)c2ccc(F)cc2)c1C(=O)O
11. CCOc1ccc(NC(=O)Cc2ccc(S(=O)(=O)N3CCOCC3)s2)cc1OCC
20. CC(=O)c1cccc(NS(=O)(=O)c2ccc(-c3cc(C)no3)s2)c1

entry no.	7	11	20
ATXN viability	i	i	u
TGFb inhibitor	-40%	8%	-21%
Akt phos inh	i	i	i
MmCpn inh	1%	2%	-6%
HepG2 tox	0%	-26%	-22%
Nrf2 block	u	-4%	u
CCT chaperon mod	-1.4	0.6	2.2
Nrf2 activator	-0.3%	-0.4%	-0.9%
A549 tox	-12%	5%	-4%

# Continuation:
31. CC(=O)N1c2ccc(S(=O)(=O)NCC3CCC(C(=O)Nc4cccc(C)n4)CC3)cc2CC1C (centres undefined)
32. O=C(CSc1nnc(-c2ccco2)n1Cc1ccco1)NCc1ccccc1
33. COc1ccc(NC(=O)Nc2ccccc2C(=O)N2CCCC2)cc1
34. CC(C)(C)n1nnnc1C(c1ccncc1)N1CCN(C2CCCCC2)CC1 (centres undefined)
35. COC(C[C@H]1O[C@H]1[C@H](O)COCc1ccccc1)OC
36. O=C1Nc2ccccc2O/C1=C\c1ccccc1Br

entry no.	31	32	33	34	35	36
ATXN viability	u	i	i	i	i	i
TGFb inhibitor	u	1%	-9%	24%	-1%	29%
Akt phos inh	i	i	i	i	i	i
MmCpn inh	2%	0%	2%	1%	2%	-2%
HepG2 tox	-22%	-4%	-2%	6%	5%	0%
Nrf2 block	u	1%	x	11%	2%	9%
CCT chaperon mod	-0.9	-1.2	-2.6	1.1	-1.2	0.9
Nrf2 activator	0.1%	-0.2%	0.0%	0.3%	0.7%	14%
A549 tox	-7%	-1%	-3%	-2%	-10%	-1%

37. CC(=O)Nc1ccc(S(=O)(=O)NCCC(=O)NNC(=O)c2ccncc2)cc1
38. COc1cccc(NC(=O)N2CCCC2C(=O)NCc2ccco2)c1 (centres undefined)
39. COc1ccc(OCC(=O)Nc2c(C(=O)N3CCN(c4ccccc4)CC3)oc3ccccc23)cc1
40. COc1ccc2c(c1)CC(C(=O)NCCN1CCN(c3cccc(C)c3C)CC1)CO2 (centres undefined)
41. COc1cc(C(=O)NCCN2C(=O)S/C(=C\c3cccs3)C2=O)cc(OC)c1OC
42. O=C(CSc1nnnn1C1CCCCC1)NCc1cccc(C(=O)O)c1

entry no.	37	38	39	40	41	42
ATXN viability	i	u	i	i	i	i
TGFb inhibitor	24%	11%	-13%	-5%	u	-3%
Akt phos inh	i	i	x	x	i	i
MmCpn inh	0%	1%	x	x	1%	2%
HepG2 tox	14%	-3%	-2%	-28%	4%	-8%
Nrf2 block	-7%	8%	-7%	x	-7%	26%
CCT chaperon mod	0.2	2.0	x	x	0.9	-1.7
Nrf2 activator	-0.6%	-0.5%	-0.8%	-1.3%	0.8%	-1.2%
A549 tox	-9%	5%	1%	-10%	-10%	2%

43. CCOC(=O)c1c(C)oc2cc(Br)c(OC(=O)N3CCOCC3)cc12
44. CCOCCc1nnc(N)s1
45. CCC(C)NC(=O)C(Cc1ccccc1)NS(=O)(=O)c1cccc2nsnc12 (centres undefined)
46. COCCN(C(=O)COC(=O)C1CCC(C(C)(C)C)CC1)c1c(N)n(Cc2ccccc2)c(=O)[nH]c1=O (centres undefined)
47. O=C(CCNC(=O)c1ccc([N+](=O)[O-])cc1)NCc1ccccc1
48. Cc1cc(Oc2ccc(C)c(Cl)c2)nc(SCC(=O)c2ccccc2)n1
49. CCCc1nn2c(=O)cc(COC(=O)c3ccc(NC(=O)C(C)Oc4ccccc4)cc3)nc2s1 (centres undefined)

entry no.	43	44	45	46	47	48	49
ATXN viability	i	i	i	u	i	i	x
TGFb inhibitor	-2%	-17%	4%	-6%	-3%	u	23%
Akt phos inh	i	i	i	i	i	i	x
MmCpn inh	1%	-3%	-1%	0%	2%	-2%	x
HepG2 tox	-1%	8%	3%	-3%	-6%	10%	-3%
Nrf2 block	-5%	-4%	-9%	u	-3%	-16%	x
CCT chaperon mod	1.6	-0.4	-0.7	2.0	-1.8	3.2	x
Nrf2 activator	6.4%	0.2%	0.3%	0.1%	0.4%	0.4%	-0.7%
A549 tox	-1%	2%	2%	-23%	1%	11%	2%
